Screening results deposited in PubChem BioAssay by several laboratories.
NCOA2 inhibitor – inhibits human steroid receptor coactivator 2. Q15596. HEK293 GAL4-SRC2 luciferase reporter, luminescence. inhibition, % at 9 µM. 0.17% of 370,000 active. AID 651957;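 active = inhibition above the mean inhibition of all tested compounds plus 3 SD, set per campaign, cut at about 52% in these data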;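 note: 0% = DMSO treated cells and 100% = cells given Gossypol at 36 µM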
ABHD5-PLIN5 inh – blocks binding of human ABHD5 to perilipin-5; AID 602281; Split G. princeps luciferase complementation, luminescence, 4 h; Q00G26+Q8WTS1; 0.78% of 360,000 active; inhibition, % at 4 µM;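 active = inhibition above the mean inhibition across every tested compound plus 3 SD, cut at about 22% in these data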;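 note: 0% = DMSO only wells and the 100% control is not disclosed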
NOD2 RIPK2 PPI – NOD2-RIPK2 protein interaction inhibition | O43353 | CHO BLA complementation NOD2-RIPK2, CCF4 ratio | inhibition, % at 4.98 µM | 0.38% of 360,000 active | AID 624267; in the data active = inhibition above about 21%;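 note: 0% = vehicle only and 100% = reference blocker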
MC4R barr agon – activates human MC4R beta-arrestin recruitment; P32245; U2OS MC4R beta-arrestin complementation, luminescence; percent of melanotan II response, DMSO zero; activation, % at 8.9 µM; 0.98% of 360,000 active; AID 540308;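 active = activation above a per-plate cutoff, the mean activation of sample wells on that plate plus 3 SD, cut at about 8% in these data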
TLR9-MyD88 block – blocks human TLR9 binding to MyD88; Q9NR96+Q99836; CHO BLA complementation TLR9-MyD88, CCF4 FRET ratio; inhibition, % at 4.98 µM; 0.21% of 340,000 active; AID 504734;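 active = inhibition above the mean over all tested compounds plus 3 SD, cut at about 21% in these data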;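 note: 0% = DMSO only wells and 100% = clavulanate BLA inhibitor control wells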
LRH-1 inv ag – suppresses constitutive activity of human LRH-1. HEK293T StAR-luciferase reporter, LRH-1 transfected, 24 h. inhibition, % at 3.6 µM. 0.13% of 360,000 active;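 active = inhibition above the mean inhibition of all tested compounds plus 3 SD, cut at about 73% in these data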;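 note: 0% = DMSO wells and 100% = reporter-only cells lacking LRH-1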
NCOA1 inh – inhibitors of human steroid receptor coactivator 1 (SRC1); Q15788; inhibition, % at 3.6 µM; 0.12% of 360,000 active; HEK293 GAL4-SRC1 luciferase reporter, luminescence;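 active = inhibition above the campaign mean plus 3 SD, with each screening campaign given its own cutoff, cut at about 60% in these data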;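 note: 0% = DMSO treated cells and 100% = gossypol at 36 µM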
COUP-TFII inh – blocks human COUP-TFII nuclear receptor; P24468; inhibition, % at 8.6 µM; 0.7% of 370,000 active; HEK293T NGFI-A luciferase reporter, luminescence;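 active = inhibition above a per-plate cutoff, mean inhibition of test wells between control levels plus 3 SD, cut at about 38% in these data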;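 note: cells cotransfected with COUP-TFII expression vector driving the NGFI-A reporter; 0% = median of COUP-TF2 test wells and 100% = reporter-only cells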
LMP1 NFkB inh – Epstein-Barr LMP1 NF-kappaB reporter inhibition. LMP1-induced NF-kappaB luciferase reporter cells, luminescence. inhibition, % at 12.5 µM. 0.69% of 350,000 active. AID 504558; in the data active = inhibition above about 41%;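 note: 0% = neutral control wells and 100% = reference inhibitor control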
NCOA3 inh – inhibits human SRC3 coactivator | 0.17% of 360,000 active | inhibition, % at 3.6 µM | Q9Y6Q9 | AID 588352 | HEK293 GAL4-SRC3 luciferase reporter, luminescence;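 active = inhibition above a per-campaign cutoff, the mean of all compounds plus 3 SD, cut at about 60% in these data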;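 note: 0% = DMSO-treated cells and 100% = gossypol-treated cells at 36 µM; higher means less SRC3-driven luciferase light from the GAL4 reporter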
Target sequence (Q9Y6Q9 whole entry, looked up, the tested form may be a part): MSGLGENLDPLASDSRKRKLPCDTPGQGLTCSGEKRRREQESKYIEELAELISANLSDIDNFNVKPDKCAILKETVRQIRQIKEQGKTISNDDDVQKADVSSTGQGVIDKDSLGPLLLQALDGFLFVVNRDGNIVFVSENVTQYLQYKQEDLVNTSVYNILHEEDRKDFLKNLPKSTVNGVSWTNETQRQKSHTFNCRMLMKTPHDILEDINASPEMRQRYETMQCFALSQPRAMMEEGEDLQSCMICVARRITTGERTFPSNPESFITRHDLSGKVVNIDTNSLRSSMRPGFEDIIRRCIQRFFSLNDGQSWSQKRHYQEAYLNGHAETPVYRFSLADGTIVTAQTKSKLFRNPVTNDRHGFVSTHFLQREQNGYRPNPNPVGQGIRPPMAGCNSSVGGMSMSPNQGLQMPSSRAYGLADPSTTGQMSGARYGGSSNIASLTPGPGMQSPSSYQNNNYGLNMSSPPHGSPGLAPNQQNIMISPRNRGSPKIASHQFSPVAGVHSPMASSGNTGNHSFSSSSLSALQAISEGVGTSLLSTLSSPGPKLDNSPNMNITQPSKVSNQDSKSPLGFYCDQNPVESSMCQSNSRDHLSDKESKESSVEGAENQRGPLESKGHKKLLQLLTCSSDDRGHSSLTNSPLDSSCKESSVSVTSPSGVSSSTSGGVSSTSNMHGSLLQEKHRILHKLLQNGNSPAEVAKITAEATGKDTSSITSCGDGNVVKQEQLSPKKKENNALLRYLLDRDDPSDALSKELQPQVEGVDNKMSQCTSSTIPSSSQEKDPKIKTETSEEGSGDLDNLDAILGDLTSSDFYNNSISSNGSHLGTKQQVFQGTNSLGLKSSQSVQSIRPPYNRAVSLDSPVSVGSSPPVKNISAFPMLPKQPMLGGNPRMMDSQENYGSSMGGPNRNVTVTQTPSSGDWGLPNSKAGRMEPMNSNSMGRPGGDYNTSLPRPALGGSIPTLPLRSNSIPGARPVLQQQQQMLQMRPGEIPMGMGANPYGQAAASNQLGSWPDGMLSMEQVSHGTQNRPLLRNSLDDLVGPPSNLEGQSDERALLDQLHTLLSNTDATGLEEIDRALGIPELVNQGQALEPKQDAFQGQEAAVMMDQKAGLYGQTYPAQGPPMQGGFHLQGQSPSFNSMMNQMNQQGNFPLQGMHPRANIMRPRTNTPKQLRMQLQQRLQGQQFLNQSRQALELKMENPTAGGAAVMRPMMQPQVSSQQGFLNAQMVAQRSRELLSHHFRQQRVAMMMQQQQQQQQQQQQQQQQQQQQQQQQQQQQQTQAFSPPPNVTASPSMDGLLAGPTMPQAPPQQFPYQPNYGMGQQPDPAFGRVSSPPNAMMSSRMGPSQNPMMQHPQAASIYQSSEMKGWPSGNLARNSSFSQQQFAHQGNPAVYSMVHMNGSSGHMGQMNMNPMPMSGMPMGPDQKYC
MC4R antagonist – blocks human MC4R cAMP signaling; P32245; MC4R-expressing cells, MTII-stimulated cAMP, LANCE TR-FRET; inhibition, % at 6.5 µM; 0.48% of 360,000 active; AID 540295;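 active = inhibition above its plate's cutoff, the mean of tested wells on that plate plus 3 SD, cut at about 29% in these data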;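 note: 0% = Melanotan II alone and 100% = Melanotan II plus saturating MCL0020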
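Material: U2OS-MC4R stable cell line | Reagent: Melanotan II challenge after compound preincubation | Doses: One concentration, 6.5 µM nominal | Incubation: 30-min compound preincubation, 1-h Melanotan II challenge, 1-h detection, room temperature | Signal: TR-FRET cAMP assay | Replicates: One well per compound, no replicates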
* marks the source's active call; other numbers are inactive results; . = no result given. Not all compounds are listed; count on the stated rates, not on these rows.

SMILES	NCOA2 inhibitor	ABHD5-PLIN5 inh	NOD2 RIPK2 PPI	MC4R barr agon	TLR9-MyD88 block	LRH-1 inv ag	NCOA1 inh	COUP-TFII inh	LMP1 NFkB inh	NCOA3 inh	MC4R antagonist
O=C(Nc1nc(-c2ccc(F)cc2)cs1)c1cccc(N2C(=O)CCC2=O)c1	14	-3	-2	-4.3	-4	-32	-20	2	4	-21	19
O=[N+]([O-])c1cccc(-c2nc(-c3ccncc3)no2)c1	-41	2	-5	0.5	-6	-4	-33	-17	-23	-31	4
Cc1ccc(C(=O)OCCn2cc(C#N)c(=O)[nH]c2=O)cc1	-26	10	-14	1.6	7	10	5	10	7	18	-3
O=S(=O)(NCc1nc(-c2ccccc2)no1)c1ccc(F)cc1	-2	9	4	-1.9	-12	-13	6	-1	3	2	9
CC(C)=CCc1c(O)ccc(C(=O)Cc2ccccc2)c1O	-8	-7	9	1.0	9	-4	-3	2	-11	-36	2
CC(=O)Nc1nc2c(s1)C(=O)NCC(C)(C)C2	5	-12	-6	0.8	.	7	-4	-7	.	13	5
COc1ccc(OCCC(=O)Nc2cc(C)on2)cc1	10	1	-1	0.5	3	-2	8	3	5	-3	-1
CCCCN(CC)CCCNC(=O)CS(=O)(=O)Cc1nc(-c2cccc(OC)c2)oc1C	-35	-2	3	-1.3	2	4	-7	-7	2	17	10
Cc1ccc(S(=O)(=O)N2CCN(C(=O)CCC(=O)Nc3ccc(F)cc3F)CC2)cc1	-12	-3	3	-0.9	0	8	8	-3	-9	-15	7
Cc1[nH]cc(Br)c(=O)c1Oc1ncc(C(F)(F)F)cc1Cl	-18	-5	6	-1.9	7	1	6	-3	0	21	15
COc1ccccc1Nc1n[nH]c(=S)s1	-20	1	0	-5.0	-5	-44	-36	-12	5	-29	18
O=C(Nc1cccc(O)c1)C1CC(c2cccc(Br)c2)=NO1 (configuration not stated)	4	-7	-4	-1.4	7	-1	7	-6	4	-11	1
O=C1N/C(=N\N=C\c2ccco2)SC1Cc1ccc(F)cc1 (configuration not stated)	24	1	-2	-0.8	11	1	5	-10	-6	7	0
Cc1ccc(CNC(=O)C2CCCN(S(=O)(=O)c3c(C)[nH]c(=O)[nH]c3=O)C2)cc1 (configuration not stated)	15	-1	-3	3.1	-7	9	-6	-6	-5	9	18
CCCCN(C(=O)COC(=O)CSc1ccc([N+](=O)[O-])cc1)c1c(N)n(CCC)c(=O)[nH]c1=O	3	3	-11	-2.0	9	9	-13	-2	-7	7	1
COC(=O)c1ccccc1NC(=O)C1=CC(c2cccs2)=NS(=O)(=O)N1C	11	-5	-2	-1.0	8	11	15	11	-5	-2	3
COc1cc(C2c3cc4c(cc3OC(N3CCOCC3)C2C)OCO4)cc(OC)c1OC(C)=O (configuration not stated)	-17	-5	-7	-1.0	-12	-5	-1	-15	-1	-5	0
O=c1c2cn[nH]c2nc(SCc2cc(=O)n3cc(Br)ccc3n2)n1-c1ccc(Br)cc1	-4	12	0	2.8	-3	-2	-37	-2	7	8	-4
CCc1ccc(S(=O)(=O)/N=C2\C=C(Nc3cccc(C(=O)O)c3)C(=O)c3ccccc32)cc1	-32	-5	2	-3.0	-4	-20	-21	-11	-9	-30	-12
CCCCC1=CC2=CC(=O)C(C)(OC(=O)CC)C(=O)C2=CN1Cc1ccco1 (configuration not stated)	.	-2	2	-0.5	0	2	3	.	33	18	9
O=C(NCC1CCOCC1)C1Cc2c(-c3ccccc3Oc3ccccc3)ccnc2O1 (configuration not stated)	15	4	-1	-0.8	.	-10	4	31	.	16	0
Cc1ccc(NC(=O)c2ccc(N3CCOCC3)c([N+](=O)[O-])c2)cc1S(=O)(=O)N1CCOCC1	-20	4	-4	-1.5	5	17	15	29	11	28	-2
COc1ccc(NC(=O)COC(=O)COc2ccc(Br)cc2)cc1	3	3	-1	-3.3	17	13	2	1	2	-10	7
O=C1CCC[C@@H]2[C@@H](Cc3ccccc3)[C@H](N3CCN(c4ccccc4)CC3)C[C@@H]3CCN1[C@@H]32	-1	5	7	0.1	-6	0	11	19	0	11	14
O=[N+]([O-])c1ccc(OC/C=C2\Oc3ccc([N+](=O)[O-])cc3C2N2CCOCC2)cc1 (configuration not stated)	-21	2	-2	0.1	-8	15	12	12	4	14	7
COc1ccc(OC)c(CN2C(=O)CCC2(C)C(=O)NC2CCCCCC2)c1 (configuration not stated)	5	-5	0	-1.9	11	14	4	8	0	-4	1
C#Cc1cccc(C(=O)NC2CCCN(C3Cc4ccccc4C3)C2)c1 (configuration not stated)	4	8	3	-1.1	5	21	6	10	-1	3	1
Cc1noc(NS(=O)(=O)c2ccc(N/C=C/C(=O)c3ccccc3)cc2)c1C	-55	2	5	-2.1	1	-37	-10	-25	-11	-16	1
NC(=S)N/N=C\c1ccccc1OCc1ccccc1	-6	-11	1	-0.4	-9	3	-3	0	4	21	-3
O=C(c1sc2ccccc2c1Cl)N1CCN(c2ccc(F)cc2)CC1	12	-7	-4	-2.7	6	11	-7	16	-7	-11	1

An excerpt of these results, with values under each structure:
Fields – NCOA2 inhibitor, ABHD5-PLIN5 inh, NOD2 RIPK2 PPI, MC4R barr agon, TLR9-MyD88 block, LRH-1 inv ag, NCOA1 inh, COUP-TFII inh, LMP1 NFkB inh, NCOA3 inh, MC4R antagonist
> Cc1ccc(NC(=O)c2ccc(N3CCOCC3)c([N+](=O)[O-])c2)cc1S(=O)(=O)N1CCOCC1
    -20, 4, -4, -1.5, 5, 17, 15, 29, 11, 28, -2
> COc1ccc(NC(=O)COC(=O)COc2ccc(Br)cc2)cc1
    3, 3, -1, -3.3, 17, 13, 2, 1, 2, -10, 7
> O=C1CCC[C@@H]2[C@@H](Cc3ccccc3)[C@H](N3CCN(c4ccccc4)CC3)C[C@@H]3CCN1[C@@H]32
    -1, 5, 7, 0.1, -6, 0, 11, 19, 0, 11, 14

(continued)
SMILES	NCOA2 inhibitor	ABHD5-PLIN5 inh	NOD2 RIPK2 PPI	MC4R barr agon	TLR9-MyD88 block	LRH-1 inv ag	NCOA1 inh	COUP-TFII inh	LMP1 NFkB inh	NCOA3 inh	MC4R antagonist
COc1ccc(NC(=O)CC(C(=O)O)C(C)c2ccccc2)cc1 (configuration not stated)	19	-3	7	-0.5	4	-15	6	-19	-1	-5	1
O=C1COc2cc(S(=O)(=O)CCC(=O)N3CCCCC3)c(Cl)cc2N1	-9	-8	2	-1.0	-3	-2	6	1	-2	7	12
CCOc1ccccc1NC(=S)Nc1ncccc1C	-14	-7	7	-1.0	-14	-10	-6	6	-2	8	3
CC1CN(C(=O)CCC(=O)NCc2ccccc2)c2cc(Cl)ccc2O1 (configuration not stated)	-5	2	-5	-0.5	5	6	-17	-2	-1	3	-4
Cc1nc(CNS(=O)(=O)c2cc(F)ccc2F)cs1	-1	4	1	0.4	-1	8	0	-6	-2	24	-2
CCOC(=O)c1c(NC(=O)CN2CCCc3ccccc32)sc(C)c1C	-17	-3	11	-1.4	18	-3	9	-3	-1	-5	12
COC(=O)C1(Cc2ccccc2)NC(c2ccccc2C)C2C(=O)N(c3ccc4c(c3)OCO4)C(=O)C21 (configuration not stated)	-13	-2	2	-1.3	0	-15	-11	-9	1	18	12
CCOC(=O)c1c2c(n(-c3ccc(OC)cc3)c1C)C(=O)C(=O)c1ccccc1-2	.	-56	-2	2.7	-1	69	17	.	87*	54	21
CC(C)(C)C(=O)Nc1ccc(C(=O)NNC(=O)c2ccccc2)cc1	6	-2	-1	-0.1	0	2	8	13	9	27	-3
CNC(=O)CC1C(=O)N(C)C(=S)N1NC(=O)c1ccc(Cl)cc1 (configuration not stated)	-15	-1	-7	-1.9	-40	26	0	10	3	14	8
CCc1cc2c(SCC(=O)c3ccc(C)cc3)ncnc2s1	-44	-1	0	0.9	11	-9	-4	10	-12	-8	5
C/C(=N/NS(=O)(=O)c1ccc(Cl)cc1)c1cccc(O)c1	-41	1	-3	-1.0	-11	6	-7	-20	8	16	0
CC1(C)CC(=O)C(N=Nc2ccc(OC(F)F)cc2)=C(O)C1	-5	0	-8	-1.4	4	-11	-19	-4	10	-49	-1
Clc1ccc(CNc2nc(CN3CCOCC3)nc3scc(-c4ccccc4)c23)cc1	26	7	6	-1.9	-6	2	6	14	9	17	6
CSc1nc2ccccc2cc1/C=C(\C#N)c1ccc(Cl)cc1Cl	-8	13	-9	0.1	3	16	0	-2	8	22	-7
COCCCNC(=O)CCCn1c(=O)c2ccccc2n(CC(=O)Nc2c(C)cc(C)cc2C)c1=O	-9	-2	-7	0.5	0	10	4	6	3	2	3
COc1ccc2c(c1)C1=NN(/C(C)=C/C(C)=O)C(c3ccc(F)cc3)C1CC2 (configuration not stated)	-48	-6	-1	0.2	1	-69	-115	-20	-22	-41	4
CC(NC(=O)C1CC2CCCC(C1)C2=O)c1ccccc1 (configuration not stated)	-8	5	-1	-1.8	-10	-1	6	3	-3	21	9
CCN(C1CCCCC1)S(=O)(=O)c1c(C)n(C)c(=O)n(C)c1=O	5	10	0	-2.4	1	-9	-18	24	0	2	2
Cc1ccc(-c2cc([C@H]3[C@H]4C=CC[C@@H](C)[C@@H]4C(=O)N3Cc3ccccc3)ccc2F)cc1	-15	-7	1	-0.3	-9	-7	-21	2	8	3	0
COc1ccc(N(CC(=O)Nc2cccc(C(F)(F)F)c2)S(C)(=O)=O)cc1	-9	-2	-2	1.9	-8	-11	-20	-11	-3	7	6
CON(C)C(=O)CC(CN(Cc1ccccc1)C(=O)OC(C)(C)C)c1ccc(Cl)cc1 (configuration not stated)	4	-4	-1	0.7	2	5	13	-8	0	8	7
O=C1COc2ccc(S(=O)(=O)Nc3ccc4c(c3)OCO4)cc2N1	10	-2	-9	0.4	-4	4	-7	12	-3	13	22
CC(=O)N(C)c1ccc(NC(=O)Nc2ccccc2C)cc1	-70	4	-8	1.0	8	-59	-33	-28	2	-43	18
S=C(Nc1ccc(N2CCOCC2)cc1)Nc1ccc2snnc2c1	-7	-20	-3	0.4	0	13	-3	0	-8	-7	-1
COC(=O)CS(=O)(=O)c1ccsc1C(=O)Nc1ccc(F)cc1	-8	2	-2	0.5	1	-2	14	-2	1	-18	-7
Cc1ccc(NC(=O)CN2CCN(CCN=CC3=C(O)CC(c4ccccc4)CC3=O)CC2)cc1 (configuration not stated)	11	-4	-4	-2.0	1	-23	-14	-6	-10	7	-2
Nc1cccnc1Sc1ccc([N+](=O)[O-])cn1	-3	0	2	-1.8	-6	14	-16	3	-8	-24	-1
CCCn1c(SCC(=O)NCc2ccco2)nnc1-c1ccncc1	23	-1	-8	-0.6	-12	-1	2	32	-5	11	28
COc1cccc(CNC(=O)CC2C(=O)NCCN2CCCc2ccccc2)c1 (configuration not stated)	-6	4	-1	-0.9	-1	1	4	-17	14	-4	3
C=COC(=O)CSc1snc(SCC(=O)OC)c1C#N	-12	4	3	-1.7	-8	15	-10	-10	0	9	20
COc1ccc2ccccc2c1CNCCCN1CCOCC1	17	1	4	0.1	9	9	-50	5	3	14	2
